Screening data: PubChem BioAssay, National Center for Advancing Translational Sciences (NCATS)
BRCA1 expr up: activators of BRCA1 expression; actives 1.1% (n = 380,000); MCF7-BRCA1-FFLuc reporter, luminescence, 48 h; response scale: scaled: vehicle 0%, 10 µM genistein 100%; Potency, µM (titrated, usually from 46.1 µM), without a hit: top-dose activation, most hits filed as activators; note: potency is the fitted concentration of half-maximal effect; nearly all actives have a fitted effect of over 80% in size; some results filed as inactive show a strong effect at the top dose
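Activators of BRCA1 expression were detected as increased firefly luciferase luminescence in engineered MCF7 cells after 48 h compound incubation. Signals were scaled to genistein 10 microM as full activation.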
ELG1 DNA repair: inhibitors of ELG1-dependent DNA repair in HEK293T cells. HEK293T ELG1-luciferase reporter, luminescence, 16 h; DNA damage induced by 5-fluorouridine. Potency, µM (highest dose often 46.1 µM), for inactives: at the top dose activity change, negative = inhibition, usual class: inhibitors. actives 2.3% (n = 330,000). AID 504467; note: potency is the fitted concentration of half-maximal effect; % is set by controls: 0 for no effect and ±100 for the full control effect; nearly all actives have a fitted effect of over 55% in size
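Luminescence from the luciferase reporter, measured 30 min after ONE-Glo reagent at room temperature, was the read-out. Beforehand, 2,000 cells per well were exposed for 16 hr at 37 °C to 5-fluorouridine together with compound or vehicle.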
p53 reactivator: re-activators of mutant p53 | actives 0.063% (n = 320,000) | Potency, µM (highest dose often 92.2 µM), inactives show top-dose activity change, positive = activation, actives largely listed as activators | H1299 p53-A138V BP100-luciferase reporter, luminescence, 24 h; note: potency is the fitted concentration of half-maximal effect; % of control where 0% means no effect; nearly all actives have a fitted effect of over 45% in size
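p53-null H1299 cells stably carrying temperature-sensitive p53-A138V and a BP100-luciferase reporter were pinned with compounds (4-point, 1:5 series) and held 24 hrs at 37 deg C. Luminescence was read 10 min after detection reagent.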
B2AR arrestin: beta2AR (human) beta-arrestin recruitment activity | actives 0.02% (n = 330,000) | Potency, µM (titrated, usually from 46.1 µM), for the others: top-dose activation, most hits filed as activators | beta-arrestin recruitment to beta2AR, cell-based reporter;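 note: potency is the fitted concentration of half-maximal effect; 0% = DMSO controls and full agonism = EC100 isoproterenol or metaproterenol; nearly all actives have a fitted effect of over 65% in size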
Target sequence (P07550 whole entry, looked up): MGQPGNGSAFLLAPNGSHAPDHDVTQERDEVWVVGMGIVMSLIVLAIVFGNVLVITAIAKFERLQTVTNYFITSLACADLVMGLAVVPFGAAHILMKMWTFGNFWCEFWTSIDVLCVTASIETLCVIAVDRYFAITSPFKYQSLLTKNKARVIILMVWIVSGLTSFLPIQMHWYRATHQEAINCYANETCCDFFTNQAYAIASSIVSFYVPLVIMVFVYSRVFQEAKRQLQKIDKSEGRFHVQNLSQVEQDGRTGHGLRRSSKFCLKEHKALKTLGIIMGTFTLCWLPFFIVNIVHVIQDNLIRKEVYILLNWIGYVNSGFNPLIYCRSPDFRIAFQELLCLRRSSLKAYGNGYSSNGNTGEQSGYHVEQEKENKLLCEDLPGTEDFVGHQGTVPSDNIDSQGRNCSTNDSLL
TRPV1 ag: activates the human vanilloid receptor TRPV1; TRPV1-expressing cells, Fluo-8 calcium influx, agonist mode; activation, % at 8.33 µM; actives 0.19% (n = 320,000); in the data active = activation above about 80%; inconclusive = between about 30% and that limit; note: 0% is about no effect
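TRPV1-expressing cells were cultured overnight at 35.5C and loaded with Fluo-8 calcium dye for 40 to 90 min at room temperature. After a 10 s baseline, compound was added and calcium influx was read kinetically for 3 min (ex 480/em 520 nm).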
TCR activator: activators of T cell receptors; Potency, µM (highest dose often 9.22 µM), without a hit: at the top dose activation of IL-2 secretion, most hits filed as activators; 330,000 tested, under 10 active; primary human leukocytes, anti-CD3, IL-2 HTRF, 48 h; note: % of control where 0% means no effect
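Primary human leukocytes incubated 48 hr with anti-CD3 beads plus compound, without co-stimulation. Secreted IL-2 measured by HTRF (europium cryptate/d2 anti-IL-2 pair, 320 nm excitation, 665 nm emission).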
a7 integrin act: integrin-mediated muscular dystrophy alleviation activation; alpha7betagal myoblasts, beta-gal FDG fluorescence, 48 h; actives 0.064% (n = 350,000); Potency, µM (top dose mostly 38.3 µM), for the others: at the highest dose activation, most hits filed as activators;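 note: potency is the fitted concentration of half-maximal effect; 100% = response of the positive control SU9516; nearly all actives have a fitted effect of over 60% in size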
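Alpha7betagal+/- myoblasts (passage 13) were plated 16-24 hr, then exposed to compounds (1:260 dilution of DMSO stock) for 48 hours at 37C. After MPER lysis, β-galactosidase reporter activity was read as FDG fluorescence (ex 480/em 540) after 30 minutes.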
CXXC DNA block: blocks binding of human MLL CXXC domain to DNA. MLL-CXXC / FITC-HOXA9 DNA fluorescence polarization. Potency, µM (series often up to 115 µM), inactives show top-dose activity change, negative = inhibition, usual class: inhibitors. actives 0.037% (n = 290,000); active = well fitted inhibition curve with a large enough effect in the polarisation, with a control signal flat, not every such curve was filed as active; inconclusive = small, poorly fitted or top-dose-only effect, or effect the other way, or a change in a side signal; inactive = no such curve, though single readings can be large or run the other way; the % refers to the polarisation; note: potency is the fitted concentration of half-maximal effect
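Steps: dispense CXXC domain solution (7 uM) → pin compounds or unlabeled HOX-A9 DNA control → 5 min ambient → add FLSN-HOX-A9 solution (50 nM) → spin → 30 min ambient → fluorescence polarization. Tris pH 7.5/NaCl/DTT/BSA buffer.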
AT treatment: potential ataxia-telangiectasia treatments restoring KAP-1 phosphorylation | actives 0.19% (n = 320,000) | […] A-T fibroblasts, KAP-1 phosphorylation AlphaLISA; neocarzinostatin DNA damage 30 min before lysis | Potency, µM (doses to about 57.5 µM), for inactives: top-dose activation, most hits filed as activators; note: potency is the fitted concentration of half-maximal effect; % of control where 0% means no effect; nearly all actives have a fitted effect of over 45% in size
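ATM-like activity read as KAP-1 phosphorylation via AlphaLISA donor/acceptor antibody pairs after lysis and 6 hr at 25C. Cells were ATM-null patient fibroblasts ([…], hTERT), dosed 60 min, then exposed to the DSB inducer NCS for 30 min.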
PTAP TSG101 blk: blocks PTAP/TSG101 interaction to inhibit HIV-1 budding; Q99816; Fluorescence polarization, FITC-PTAP peptide / Tsg101 binding; Potency, µM (series often up to 115 µM), inactives show top-dose activity change, negative = inhibition, actives largely listed as inhibitors; 340,000 tested, under 10 active; AID 493005; active = well fitted inhibition curve with a large enough effect in the main read-out, with a control signal flat, not every such curve was filed as active; inconclusive = small, poorly fitted or top-dose-only effect, or effect the other way, or a change in a side signal; inactive = no such curve, though single readings can be large or run the other way; note: potency is the fitted concentration of half-maximal effect; % of control where 0% means no effect
Target sequence (Q99816 whole entry, looked up): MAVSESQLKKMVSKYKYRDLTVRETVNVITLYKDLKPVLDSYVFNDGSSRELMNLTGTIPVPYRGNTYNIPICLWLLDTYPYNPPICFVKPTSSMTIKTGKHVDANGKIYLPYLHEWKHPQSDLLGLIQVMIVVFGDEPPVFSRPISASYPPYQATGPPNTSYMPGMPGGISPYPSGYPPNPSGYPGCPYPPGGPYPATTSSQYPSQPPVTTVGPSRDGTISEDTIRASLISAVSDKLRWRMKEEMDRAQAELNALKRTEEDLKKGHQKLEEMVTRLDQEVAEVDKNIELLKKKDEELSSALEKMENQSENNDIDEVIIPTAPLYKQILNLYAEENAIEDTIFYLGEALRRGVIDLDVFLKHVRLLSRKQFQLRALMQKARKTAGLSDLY
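Fluorescence polarization binding of Tsg101 binding domain (10 uM final) to FITC-labeled PTAP peptide (50 nM final) in HEPES pH 7.5 buffer with NaCl, Tween 20, EDTA, TCEP. Compounds added before peptide; binding 20 min at RT.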
* hit, by the source's call; ? = inconclusive; · = not tested or not shown; & = joins results of further samples; [ ] = another dose, or the depositor's remark. Unless noted, calls come from the whole dose curve; as a rule, active = well fitted curve in the direction sought with a large enough effect; inconclusive = small, poorly fitted or top-dose-only effect, or another doubt; inactive = no such curve, though single readings can be large; an effect the other way counts as inactive or inconclusive.

compound	ELG1 DNA repair	PTAP TSG101 blk	B2AR arrestin	p53 reactivator	BRCA1 expr up	CXXC DNA block	TCR activator	a7 integrin act	TRPV1 ag	AT treatment
Cc1ccc(S(=O)(=O)N(C)C)cc1NC(=O)COC(=O)CNC(=O)c1cccs1	5%	0%	0.4%	-3%	-15%	·	-22%	9%	-8	27%
CCOc1cccc(-c2c(C(=O)N/N=C(\C)c3ccncc3)nnn2-c2nonc2N)c1	?	-2%	-0.8%	-7%	-35%	-2%	7%	-4%	3	4%
Fc1ccccc1-c1nnc2c3ccccc3nc(N3CCOCC3)n12	7%	-4%	0.1%	-11%	-25%	-6%	-1%	-16%	28	-2%
COc1ccccc1NC(=O)CSc1nnc(C)o1	5%	-5%	-0.1%	-33%[inhibitor]	-1%	11%	1%	-8%	-5	7%
CNC(=O)COc1coc(CN2CCN(c3ccccc3F)CC2)cc1=O	14%	-3%	0.2%	2%	9%	27%	-8%	-19%	-1	2%
COC(=O)Cn1cnc2c(Cl)nc(F)nc21	-4%	-6%	-0.5%	?	-4%	·	-7%[46.1 µM]	-20%	·	0%
CCc1nnc(NS(=O)(=O)c2ccc(NC(=O)/C=C/c3ccc(OC)cc3OC)cc2)s1	2%	-6%	-0.5%	0%	4%	-3%	-1%[46.1 µM]	2%	0	-2%
O=C1C2C(C(=O)N1/N=C/c1cccc([N+](=O)[O-])c1)C1C=CC2C12CC2 (stereo unspecified)	?	-5%	-0.6%	?	?	4%	-4%[46.1 µM]	-10%	0	-5%
CCCCOc1ccc(C(=O)OCC(=O)N2CCOCC2)cc1	8%	-2%	0.0%	5%	17%	-5%	-3%	-16%	4	-4%
CCn1nc(C)c(/C=N/NC(=O)Cn2nnc(N)n2)c1C	0%	-7%	-0.9%	0%	26%	0%	-4%	-14%	-2	4%
Cc1cc(-c2ccc([N+](=O)[O-])cc2)nc2ccccc12	24%	-10%	0.1%	3%	-34%	6%	1%	-11%	-5	2%
Cc1ccnc(NC(=O)c2cc3cc(F)ccc3s2)c1	?	-2%	0.4%	?	?	3%	0%	?	?	-4%
CC(C)c1csc(CN2CCN(CCc3ccccc3)C(CCO)C2)n1 (stereo unspecified)	16%	-4%	-0.7%	-2%	-14%	1%	4%	-11%	4	1%
CCOC(=O)Cc1csc(NC(NC(=O)OCC)(C(=O)OCC)C(F)(F)F)n1 (stereo unspecified)	·	-2%	·	·	-15%	·	0%	23%	·	·
CCOC(=O)c1nnn2c1nc(N(CC)CC)c1ccccc12	-4%	-7%	0.3%	-3%	-18%	-15%	-72%	16%	29	5%
COc1cc(CNCCc2ccccc2F)ccc1OCC(=O)N1CCCCC1	-9%	-2%	-0.5%	-2%	-18%	0%	4%	-45%[inhibitor]	1	-1%
Cc1ccccc1NS(=O)(=O)c1ccc(C(=O)N2CC(C)OC(C)C2)cc1 (stereo unspecified)	0%	1%	-0.2%	2%	-14%	·	-4%	4%	7	-13%
C#CCSc1n[nH]c(-c2ccco2)n1	3%	-2%	6.3%	3%	21%	-12%	-8%	-9%	-2	1%
CC(C)C(=O)Nc1ccc(N2CCCC2)cc1	?	-1%	0.1%	2%	47%	-4%	17%	1%	0	7%
Cc1ccccc1NC(=O)NNC(=O)CCc1ccccc1	-3%	-12%	0.3%	5%	8%	-2%	7%	0%	-3	-3%
CN(C)c1ccc(C(=O)Nc2nnc(-c3ccc(Cl)cc3)o2)cc1	?	-1%	-0.3%	1%	-13%	-4%	10%	-3%	18	-13%
COc1cccc(C2C(C(C)=O)=C(O)C(=O)N2Cc2ccco2)c1 (stereo unspecified)	-11%	-7%	0.1%	2%	-2%	9%	·	2%	0	-9%
O=C(Nc1ccncc1)c1cc(S(=O)(=O)N2CCOCC2)ccc1Cl	-8%	-4%	-1.0%	7%	-10%	·	6%	7%	-1	1%
Cc1cc(C)c2cc(C#N)c(NCCCNC(=O)CCC(=O)O)nc2c1	9%	-7%	-0.1%	4%	16%	-10%	1%	-8%	6	10%
COc1ccc2[nH]c3c(c2c1)CCN1C(=O)C(CC(=O)NCCCn2ccnc2)C[C@H](C(=O)N2CCCCC2)[C@@]31C (stereo partly specified)	-8%	-3%	-0.7%	2%	5%	·	-6%[46.1 µM]	30%	·	6%
N/C(=N\OC(=O)CCCOc1ccc(Cl)cc1Cl)c1ccccn1	3%	-1%	-0.3%	11%	28%	18%	·	-26%	1	2%
O=C1/C(=C/c2cccs2)Cc2ccccc21	?	-4%	3.6%	40µM*	?	7%	-4%[46.1 µM]	-1%	18	-5%
CNC(=S)Nc1ccc(C(N)=O)cc1	11%	-2%	0.4%	2%	0%	1%	0%	-5%	-9	1%
COc1cccc(NC(=O)N2CCCC2C(=O)NC(C)C)c1 (stereo unspecified)	7%	-2%	0.2%	11%	1%	-1%	2%	-3%	4	-4%
Cc1ccc(N(CC(=O)N2CC(=O)Nc3ccccc32)S(=O)(=O)c2ccc3c(c2)OCCO3)cc1	?	-8%	-0.2%	1%	-1%	5%	1%	10%	6	5%
O=c1c2ccccc2nc2n1C(CBr)CN2 (stereo unspecified)	3%	-6%	-0.3%	0%	8%	0%	0%	5%	1	-4%
CC(NC(=O)c1cc2ccccc2oc1=O)c1ccccc1 (stereo unspecified)	25%	-2%	-0.5%	-10%	73%	-7%	-2%	-7%	29	18%
COC(=O)/C=C/c1ccc2c(c1)S(=O)(=O)N(c1cccc(OC)c1)[C@H]2CC(=O)OC	·	-9%	·	·	-8%	·	-7%	-12%	·	·
Cn1c(=O)c2ccccc2n(Cc2ccccc2F)c1=O	?	-4%	0.1%	2%	-28%	-10%	2%	-1%	-3	-3%
CCOC(=O)CC(NS(=O)(=O)c1ccc(OC)c(OC)c1)c1cccc([N+](=O)[O-])c1 (stereo unspecified)	15%	-1%	-0.1%	4%	-6%	-3%	-6%[46.1 µM]	-1%	0	0%
COc1cccc(NC(=S)N(CCCN2CCOCC2)C(C)c2cc3cccc(OC)c3o2)c1 (stereo unspecified)	12%	-3%	0.1%	10%	-8%	1%	2%	-28%	-11	7%
O=C(N/N=C/c1ccoc1)c1ccccc1	?	-3%	0.3%	7%	31%	-4%	1%	-27%	8	-19%
Cc1c(NC(=O)c2ccc(F)c(S(=O)(=O)N3CCOCC3)c2)c(=O)n(-c2ccccc2)n1C	9%	-1%	0.1%	-5%	-4%	0%	11%	16%	0	4%
Cc1ccc(C(C(=O)NC2CCCCC2)N(Cc2cccnc2)C(=O)c2csnn2)cc1 (stereo unspecified)	-16%	2%	-1.0%	-2%	-8%	3%	3%	-1%	-2	0%
CC(C)CC1(C)N=C(c2ccccc2)C(=S)N1 (stereo unspecified)	5%	-2%	-0.1%	2%	-29%	0%	-7%	0%	14	5%
Cc1csc(=O)n1CCC(=O)N(C)Cc1c(F)cccc1Cl	-4%	1%	-0.9%	-4%	-7%	·	-6%	2%	·	8%
CC(=O)N[C@@H](CS)C(=O)O	2%	-4%	5.0%	8%	-5%	7%&19%&-3%	14%	·	-4	-7%
CC(C(=O)Nc1ccccc1)c1ccc(-c2ccccc2)c(F)c1 (stereo unspecified)	?	-4%	0.1%	-1%	-41%	2%	0%	-39%[inhibitor]	?	·
CCn1c(-c2ccccc2)c[nH]c1=S	4%	-3%	0.3%	-14%	-12%	-4%	-4%	-4%	-7	0%
C=CCn1c(NC(=O)CC)c(C(=O)OCC)sc1=S	-1%	-5%	0.2%	0%	-16%	-9%	2%	-16%	-3	·
CCn1c(Cc2cccn2C)nnc1SCC(=O)c1ccc(C)cc1	8%	7%	4.5%	?	1%	0%	-2%	-33%	0	4%
O=C(COC(=O)c1cnccn1)c1ccc(C2CCCCC2)cc1	8%	-8%	-0.3%	6%	1%	0%	-1%	-13%	8	4%
CCc1nc2ccccc2c(C(=O)OCCN2C(=O)c3ccccc3C2=O)c1C	-25%	-2%	-0.1%	-1%	-22%	-3%	4%	-13%	-2	-4%
CC1CCc2sc(C(=O)N/N=C/c3ccc([N+](=O)[O-])cc3)cc2C1 (stereo unspecified)	-3%	-1%	-1.7%	3%	-12%	7%	-2%[46.1 µM]	-6%	1	6%
COc1ccc(C(=O)NC(=S)NNC(=O)c2ccccc2C)cc1	·	-6%	·	·	-71%	·	-1%	?	·	·
CC(OC(=O)C1=NNC(=O)CC1)C(=O)Nc1ncc(Cl)cc1Cl (stereo unspecified)	0%	1%	-0.1%	0%	18%	3%	-9%	16%	-1	-2%
CC1=Nc2cc(C(=O)N3CCCCC3)ccc2Sc2ccc(C)cc21	1%	-3%	-0.1%	9%	-2%&2%	-1%	-3%	21%	?	2%
